PvdQ acylase: blocks Pseudomonas aeruginosa PvdQ acylase activity; AID 488965; inhibition, % at 10 µM; purified PvdQ acylase, fluorescence plate reader; 0.063% of 340,000 active; in the data active = inhibition above about 30%, passing the limit was not always enough;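 also: 0% = vehicle neutral wells and 100% = reference inhibitor wells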
DAGLB inh: diacylglycerol lipase beta (human) inhibition; 0.059% of 340,000 active; inhibition, % at 5.17 µM; HEK293T DAGLB membrane lysate, EnzChek fluorogenic substrate; in the data active = inhibition above about 34%;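 also: 0% = enzyme with vehicle and 100% = wells lacking enzyme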
Target sequence (Q8NCG7 whole entry, looked up): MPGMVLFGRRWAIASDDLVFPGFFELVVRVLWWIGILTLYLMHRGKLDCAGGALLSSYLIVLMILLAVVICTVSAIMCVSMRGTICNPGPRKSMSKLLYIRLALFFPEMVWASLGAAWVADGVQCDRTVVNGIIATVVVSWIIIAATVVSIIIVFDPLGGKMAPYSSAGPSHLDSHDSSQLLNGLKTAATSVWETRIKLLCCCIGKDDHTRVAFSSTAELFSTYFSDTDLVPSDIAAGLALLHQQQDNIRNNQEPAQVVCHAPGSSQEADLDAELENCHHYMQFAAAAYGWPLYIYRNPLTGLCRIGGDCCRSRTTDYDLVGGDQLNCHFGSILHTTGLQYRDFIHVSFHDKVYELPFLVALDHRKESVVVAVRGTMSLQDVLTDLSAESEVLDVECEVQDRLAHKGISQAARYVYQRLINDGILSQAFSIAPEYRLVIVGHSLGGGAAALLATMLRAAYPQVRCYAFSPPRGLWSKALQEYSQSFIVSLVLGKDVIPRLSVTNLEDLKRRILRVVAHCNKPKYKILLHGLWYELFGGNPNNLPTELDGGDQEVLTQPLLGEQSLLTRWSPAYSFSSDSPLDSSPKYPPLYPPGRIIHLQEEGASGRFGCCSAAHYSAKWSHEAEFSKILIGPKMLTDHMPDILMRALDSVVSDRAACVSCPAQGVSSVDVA
Tat transport: inhibitors of E. coli Tat protein transport | E. coli MC4100 TorA-mCherry Tat export, fluorescence | inhibition, % at 10 µM | 0.036% of 340,000 active | AID 488895;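 active = mean replicate inhibition at least 50% and at least half of replicates individually reaching 50%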;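 also: exported cargo escapes ClpAP degradation while cytoplasmic cargo is degraded and loses fluorescence; 0% = median of neutral control wells and 100% = median of NaSCN control wells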
E coli growth: counter-screen for AddAB inhibitors: E. coli growth inhibition. E. coli V3065 growth, OD600 absorbance, 18 h. inhibition, % at 11.9 µM. 0.27% of 330,000 active. AID 449728;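 active = inhibition above the campaign's mean inhibition across all tested compounds plus 3 SD, cut at about 9.9% in these data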;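 also: uninfected addAB+ strain grown without phage in ampicillin broth; 0% = DMSO wells and 100% = ciprofloxacin 0.95 µg/ml wells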
PfHsp90 set2: inhibits growth of yeast expressing Plasmodium falciparum Hsp90; S. cerevisiae expressing PfHsp90, BacTiter-Glo ATP, 48 h; yeast lacking PDR1 and PDR3 efflux regulators; inhibition, % at 9.4 µM; 0.32% of 310,000 active; AID 504621;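 active = every replicate shows inhibition above about 80%, whatever the replicate mean, limit read from the data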;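 also: 0% = DMSO neutral controls and 100% = 20 µM radicicol positive controls; yeast relying on Plasmodium falciparum Hsp90 in place of its own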
AddAB inh: less growth of phage-infected E. coli with AddAB; inhibition, % at 11.9 µM; AID 435030; E. coli expressing H. pylori AddAB, absorbance growth; 0.29% of 330,000 active; in the data active = inhibition above about 12%;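 also: 0% = vehicle wells of infected cells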
Rtt109 HAT inh: blocks Candida albicans Rtt109/Vps75 acetyltransferase activity; inhibition, % at 34.9 µM; 0.16% of 330,000 active; Q5AAJ8; purified Rtt109/Vps75, ThioGlo CoA-SH fluorescence, 4 h;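 active = inhibition of at least 50% in every replicate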
Wnt bcat act: Wnt/beta-catenin pathway activation; 1.2% of 300,000 active; activation, % at 9.35 µM; Wnt/beta-catenin reporter cell assay, activator, plate reader; in the data active = activation above about 30%, passing the limit was not always enough;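 also: 0% = neutral control wells and 100% = positive control wells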
phage Ecoli inh: E. coli growth loss with phage present; growth absorbance; inhibition, % at 11.9 µM; 0.26% of 360,000 active; in the data active = inhibition above about 11%
CAL PDZ FP: blocks peptide binding to human CAL PDZ domain | Q9HD26 | purified CAL PDZ, TMR-peptide fluorescence polarization, 1 h | inhibition, % at 20 µM | 0.02% of 330,000 active;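 active = highest replicate inhibition of at least 40%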;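 also: plate controls were DMSO neutral control wells for no effect and unlabeled competitor peptide control wells for full effect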
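Assay system – tagged CAL PDZ protein CerCALP, purified · Timing – 1 h at RT · Compound – single point, 20 µM · Measured by – fluorescence polarization from S- and P-plane intensities, G-factor corrected · Evaluation – inhibition from polarization loss · Probe or stimulus – TMR reporter peptide T*-PRC34 · Buffer or medium – pH 7.4 phosphate-saline buffer, reducing agent, detergent, IgG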
* = called active by the depositor; nt = no result given; & = joins results of further samples.

Every second line gives: PfHsp90 set2, DAGLB inh, Rtt109 HAT inh, E coli growth, phage Ecoli inh, CAL PDZ FP, Tat transport, PvdQ acylase, AddAB inh, Wnt bcat act
> O=C(O)Cc1csc(NC(=O)CSc2nnnn2-c2ccc(O)cc2)n1
    9, -3, 1, 1.0, 2.5, 0.8, -8, -16, -0.5, -1
> O=S(=O)(c1ccccc1)N1CN(c2ccc(F)cc2F)c2nc3ccccc3nc21
    nt, nt, nt, -3.4, 4.4, nt, nt, nt, 0.0, -6
> Cc1ccc(-n2c(CNc3ccc(F)cc3)nnc2SCC(=O)N2CCOCC2)cc1
    -5, 1, 8, 1.4, 1.4, -1.2, -1, -8, 1.9, -2
> COc1ccc(-n2c(O)c(C=Nc3ccccc3)c3ccccc3c2=O)cc1OC
    4, -2, -9, 0.2, 3.1, -1.1, 4, -10, -0.4, -5
> COc1ccc(N2COC3c4cccc5cccc(c45)C32)cc1 (stereo unspecified)
    3, 13, -4, -0.8, 3.3, -0.3, -5, -13, 0.3, -3
> O=C(c1ccc2ccccc2n1)N1CCN(c2ccccc2O)CC1
    nt, -2, 5, -1.0, 4.5, 0.6, 5, 1, 3.2, nt
> O=C1Nc2ccccc2N=C(c2ccccc2)c2ccccc21
    nt, nt, nt, 1.9, 1.7, nt, nt, nt, 4.0, -1
> CC(NC(=O)C1CCN(C(=O)[C@@H]2Cc3ccccc3CN2)CC1)c1ccccc1 (stereo partly specified)
    0, -1, 8, -1.3, 2.4, -1.6, -2, -4, 4.3, 0
> O=S(=O)(NCCN1CCOCC1)c1cccc(C(F)(F)F)c1
    -47, 0, -5, -1.4, -0.1, -1.5, 15, -3, 1.7, 4
> O=C1C=C(NC2CCCC2)CC(c2ccccc2)C1 (stereo unspecified)
    -14, nt, 24, 4.4, 4.9, -1.1, -5, 5, 5.8, 0
> CC(=O)N1N=C(c2ccc(C)o2)CC1c1ccc(F)cc1 (stereo unspecified)
    13, -2, 1, 0.8, 2.9, -0.7, 3, 0, 2.8, nt
> O=S(=O)(c1ccc(-c2cc(C(F)(F)F)on2)s1)N1CCCC1
    7, -4, -6, 3.0, 2.1, -1.8, 3, -6, 1.9, 0
> Cc1ccc(-c2noc(CSc3ccccc3)n2)cc1
    -24, -24, -16, 0.2, 3.2, 0.4, 5, -5, -0.2, 52*
> CCc1ccc(/C=C2\Oc3cc(OS(C)(=O)=O)ccc3C2=O)cc1
    11, -11, 3, -0.1, 5.0, -0.9, -1, 1, 0.7, 1
> Cc1nc(SCC(=O)Nc2ccc(F)cc2)c2oc3ccccc3c2n1
    -31, 0, 6, 1.0, 2.5, -0.7, -8, -13, 3.6, nt
> CN(Cc1nc(-c2cccnc2)no1)S(=O)(=O)c1ccccc1
    -4, -2, -10, -0.5, -0.2, -0.2, -8, -4, 2.7, nt
> COC(=O)c1ccc(NC(CC(C)C)C(=O)OC)c([N+](=O)[O-])c1 (stereo unspecified)
    -49, -7, -2, 0.8, 1.6, 0.5, -5, -15, 1.0, -7
> Cc1nn(C)cc1/C=N/NC(=O)Cn1cncn1
    nt, nt, nt, 2.5, 1.5, nt, nt, nt, 1.8, 0
> CCC1Sc2ccc(S(=O)(=O)Nc3cc(OC)cc(OC)c3)cc2NC1=O (stereo unspecified)
    12, 2, -1, 0.8, 1.9, -2.4, 8, -7, 4.9, 3
> COc1cccc(NC(=O)C2CCN(c3cnccn3)CC2)c1
    5, 2, -13, -1.3, 0.9, -0.8, -1, -12, -0.6, -1
> CN(C)S(=O)(=O)c1ccc(C(=O)Nc2ccc(F)cc2F)cc1
    6, 0, -8, 5.3, 8.5, -0.8, -1, -4, 3.7, -3
> N#Cc1cccc(C(=O)N(CCc2ccccc2)Cc2cccs2)c1
    -2, 0, -4, -2.5, 0.2, -2.0, 2, -16, 2.9, -10
> O=C(c1ccc(=O)[nH]c1)N1CCCc2ccccc21
    3, -4, 9, 0.3, -0.5, -0.1, 2, -1, 1.3, 1
> CCN(CC)c1ccc(C(=O)OCC(=O)Nc2cc3oc4ccccc4c3cc2OC)cc1
    -3, 2, -7, -0.4, 3.9, 0.4, -10, 3, 1.6, 0
> COc1cc(C(=O)NC(=S)Nc2ccc3oc(=O)ccc3c2)cc(OC)c1OC
    5, 1, 2, -0.1, -1.1, -4.1, 5, -7, -0.6, nt
> O=C(c1cc(S(=O)(=O)N2CCN(c3ccccc3)CC2)ccc1Cl)N1CCCC(C(F)(F)F)C1 (stereo unspecified)
    5, -5, 7, 0.5, 2.7, -0.4, 5, 7, -1.9, -3
> CCc1cccc(C)c1NC(=O)C1CCN(c2nn3c(=O)cc(C)nc3s2)CC1
    17, 0, -3, 1.2, 0.8, -2.6, 0, -18, 3.2, 2
> O=C(c1ccc(S(=O)(=O)NCC2CCCO2)cc1)N1CCN(c2cccc(Cl)c2)CC1 (stereo unspecified)
    17, 1, -5, nt, 1.2, 0.6, -4, -6, nt, -1
> Cc1cc(/C=N/NC(=O)CC#N)c(C)n1-c1ccc([N+](=O)[O-])cc1
    nt, -1, 12, -3.7, -0.7, -2.9, 2, 1, -0.9, 0
> COc1ccc(C(CC(=O)Nc2nccs2)n2cccc2)cc1 (stereo unspecified)
    14, 4, 4, 1.2, -0.1, -1.0, -12, 10, 3.6, nt
> Cc1c(C(=O)NCCSCc2c(Cl)cccc2Cl)cccc1[N+](=O)[O-]
    14, -6, -8, 2.8, 2.3, -2.2, 3, 0, 2.9, nt
> O=C(NCc1ccccn1)C1CCC(=O)N1C1CCCCC1 (stereo unspecified)
    -6, -3, -1, -2.6, 0.5, -0.8, -6, 9, -0.6, -2
> O=C(NNC(=O)C12CC3CC(CC(C3)C1)C2)c1cccc([N+](=O)[O-])c1
    -21, -1, -8, 2.1, -1.4, -0.9, -7, -15, 0.2, -4
> O=C(O)C1CC=C(Cl)CC1C(=O)NCc1ccccc1 (stereo unspecified)
    -26, -1, -15, 2.1, 4.0, -0.6, 0, -16, 0.8, nt
> CCO[C@H]1OC(C(=O)NCc2ccccc2)=C[C@@H](c2ccccc2)[C@@H]1CCCO
    -20, -1, -2, -1.8, -1.3, -0.1, 2, -13, -0.8, -4
> COc1ccc(-c2c(-c3cc(OC)cc(OC)c3)n(C)c3ccc(-c4ccc(N(C)C)nc4)cc23)cc1
    -26, -2, -4, 1.6, 1.8, -0.1, 1, -16, -0.1, -5
> Cc1ccc(-c2csc3ncn(CC(=O)NCC(c4ccco4)N4CCCC4)c(=O)c23)cc1 (stereo unspecified)
    11, 1, -4, -1.4, 5.6, -0.8, -1, -14, 0.8, 1
> COc1ccc(NC(=O)COC(=O)c2ccc(Cl)c(S(N)(=O)=O)c2)c([N+](=O)[O-])c1
    -4, -2, -3, -0.9, -2.6, -1.4, 10, -7, 0.5, -2
> Cn1ncc(N=Cc2ccccc2)c1C(N)=O
    -11, -2, 2, -1.9, 0.9, -1.2, 7, -11, 0.7, -2
> CCOC(=O)c1c(NC(=O)CSc2nc(C)cc(C)c2C#N)sc(C(C)=O)c1C
    nt, -1, -17, -1.7, 0.6, -1.3, -2, -11, 2.3, -6
> Cc1cccc(Cc2nnc(CCC(=O)NCc3cnc4ccccn34)o2)c1
    3, -1, -9, -0.9, 6.4, -0.2, -1, 3, -1.7, -1
> O=c1[nH]cnc2[nH]ncc12
    -13, 3, -7, 0.7, 3.0, 0.5, 4, -6, 1.9, -1
> O=C(Oc1cc(=O)oc2c1c(=O)n1c3c(cccc23)CC1)c1ccccc1
    22, 0, 5, 3.1, 2.9, -1.6, -9, -14, 1.6, -3
> Cc1oc2ccc(O)cc2c1C(=O)c1ccc(Br)cc1
    -24, -8, -2, 0.0, 1.7, 0.1, -1, -18, 5.3, 17
> CCCCc1ccc(N=N/C(C(=O)Nc2cc(OC)c(NC(C)=O)cc2OC)=C(/C)O)cc1
    -4, 1, 6, 0.0, -0.1, -0.1, -6, -6, 0.2, nt
> COc1ccc(CCNC(=O)CSc2nnc(CNC(=O)c3cc(OC)c(OC)c(OC)c3)o2)cc1OC
    0, -4, 3, -2.6, 1.0, -0.1, -2, 3, 1.4, 1
> CSc1nc2c(c(-c3ccccc3)c1C#N)CCC2
    -22, -7, -6, 0.1, 4.0, -0.3, 11, -19, 0.9, 2
> Cc1cccc(NC(=O)NNC(=O)c2cc3ccccc3cc2O)c1C
    0, 4, -7, 12*, 12*, -1.5, -4, -11, 13*, -2
> Cc1c(C(=O)N/N=C/c2c(O)ccc3ccccc23)nnn1-c1nonc1N
    -64, 2, -5, 3.5, 3.1, -2.5, -4, 2, 1.3, 1
> O=C(COc1ccc(F)cc1Cl)Nc1nc(-c2ccccn2)cs1
    -94, -10, 1, -2.5, -2.4, -1.3, 0, -10, -0.3, 0
> Cc1ccc(-n2ccc(=O)c(C(=O)Nc3ccc(S(=O)(=O)Nc4onc(C)c4C)cc3)n2)cc1
    4, 1, 22, 0.8, 0.8, -5.3, 2, 15, -1.8, -2
> CC(=O)c1sc(NC(=O)c2c(F)cccc2F)nc1C
    3, -1, 0, -0.5, 0.0, 0.5, 2, -1, 2.4, nt
> COc1cccc(OC)c1C(=O)Nc1nc2ccc(S(C)(=O)=O)cc2s1
    -7, 2, -7, 2.1, 2.4, -0.9, -2, -8, 2.9, 0&-6
> Cc1ccc2[nH]c(=O)c(CN(CCCN(C)C)C(=O)Nc3cccc(Cl)c3)cc2c1
    -3, 3, 7, -1.3, 2.3, -6.2, 0, 26, -0.2, -2
> CCc1nnc(NC(=O)C2Cc3ccccc3CN2S(=O)(=O)c2c(C)c(C)cc(C)c2C)s1 (stereo unspecified)
    -6, 0, 22, 0.2, 3.3, -2.6, -1, 1, -1.4, 11
> Cn1c(C(=O)Nc2ccc3c(c2)OCCO3)cc2c(=O)n(C)c3ccccc3c21
    -12, 3, 10, -0.5, 2.0, -0.9, 0, 0, 2.2, 0
> N#CN/C(=N\S(=O)(=O)c1ccccc1)c1ccccc1
    4, -1, 1, -0.5, 1.8, -0.5, -1, -13, 2.3, 0

Bioassay records (PubChem)

An unsorted share of the library; 1.9% or so of the library scored in one or more.
